# WT yeast gro inh: growth inhibition of WT strain, primary screen, mitochondrial fusion inhibitor project, WT and mutant strains, chemical genetic; mitochondrial fusion phenotypic screen; inhibition, % at 10 µM; actives 2.1% (n = 190,000); AID 1362, 2008; in the data active means inhibition above about 58%; tested in S. cerevisiae
# Ins promoter up: insulin promoter activators in MIN6 cells, imaging, high-content screening, mouse beta cells; z-score at 5 µM; AID 1625, 2009; MIN6 insulin promoter-GFP reporter; active compounds read high; actives 0.3% (n = 190,000);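 active means z-score above 3 at 5 µM with at least 500 cells counted in the well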
# MT stabilize HCS: microtubule stabilizers in HeLa cells, primary screen, imaging, high-content imaging; HeLa tubulin immunostaining HCS, 24 h; share of cells brighter than vehicle mean+2SD; % tubulin-high responders, % at 10 µM; actives 0.83% (n = 200,000);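 active means plate Z-score above 3 for both tubulin-high and condensed-nucleus cell shares, with cell loss under 80%, at 10 µM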;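 further: anti alpha tubulin signal scored within the nucleus-defined area of each cell; some results filed as inactive read as strong as hits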
# XIAP antagonists: XIAP antagonists, biochemical, IAP family, fluorescence polarization (AID 1018); actives 0.007% (n = 200,000); displacement, % at 20 µM; hits with a dose series show IC50 in µM; XIAP BIR domain, fluorescence polarization peptide displacement; higher % means a stronger effect; E3 ubiquitin-protein ligase XIAP (Homo sapiens); in the data active means displacement above about 50%; further: a part of the inactive calls stands beside numbers as strong as those of hits
# ER stress rescue: rescue of cells from ER stress-induced death, primary screen, 384-well, CSM14.1, thapsigargin, ATP luminescence (AID 1222). one-dose cellular ATP content (survival), % at 20 µM; EC50 in µM for titrated hits. 190,000 tested, under 10 active. CSM14.1 thapsigargin-induced death rescue, ATP luminescence; higher % means a stronger effect;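 active means EC50 below 50 µM in the dose-response confirmation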;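 further: death triggered by thapsigargin at about 15 µM added after 2 h compound pretreatment; cell ATP read after overnight thapsigargin exposure of roughly 18 to 22 hours; normalized against plate controls of thapsigargin alone and 5% DMSO vehicle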
# Hep lipid drop: inhibitors of hepatocyte lipid droplet formation, primary screen, imaging, high-throughput imaging, BODIPY stain; AML12 mouse hepatocytes, oleate lipid droplets; inhibition, % at 6.5 µM; actives 0.4% (n = 240,000); AID 1656, 2009;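 active means lipid droplet intensity inhibited by at least 50%, with more than 500 cells counted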
#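 Assay system: AML12 mouse liver cells | Compound dosing: One dose, 6.5 µM compound | Read-out basis: Droplet intensity reduction, % inhibition | Measured by: Fluorescence imaging, 20x objective, two fields per well | Schedule: Overnight treatment with compound plus oleate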
# Dynein transport: inhibitors of GR-EGFP nuclear translocation, primary screen, dynein cargo transport inhibitor project, imaging, high-content, 3617.4 mouse cells; test concentration mostly 20 µM; stimulated with dexamethasone, 1 µM; active compounds read low; actives 0.47% (n = 220,000); AID 1381, 2008; z-score, hits read low;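 active means plate z-score of nuclear minus cytoplasmic receptor signal below a set negative limit, without overly bright fluorescence or cell loss, cut at about -3.5 in these data, passing the limit was not always enough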;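 further: z-score of nuclear minus cytoplasmic ring GR-EGFP intensity difference per well; some compounds called inactive have numbers as strong as hits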
#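 Buffer or medium: tet-free, stripped-serum medium; Also added: dexamethasone, 1.0 µM final; Technique: high-content fluorescence imaging after fixation; Times: 48 h induction, 1 h compound, 30 min dex at 37 °C; Read-out: per-cell GR-EGFP intensity, nucleus versus surrounding cytoplasmic ring, well-averaged.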
# Autophagy HCS: autophagy modulators in MEF cells, primary screen, imaging, high-content, MEF GFP-LC3; actives 0.98% (n = 190,000); calls only at 10 µM (by protocol); MEF GFP-LC3 puncta imaging; test concentration mostly 10 µM;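 active means percentage of spot-positive cells more than 3 SD above its plate mean, without a fluorescence outlier flag or 80% toxicity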;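 further: spot-positive cell cutoff set from DMSO-treated cells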
# b-catenin transl: modulators of beta-catenin nuclear translocation, primary screen, imaging, HeLa cells, immunofluorescence, high-content; nuclear translocation activity, % at 5 µM; actives 0.3% (n = 190,000);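 active means nuclear translocation activity above 50% at 5 µM, with a well cell count of 50 or more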;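 further: per-cell ratio of nuclear to cytoplasmic median beta-catenin stain intensity; plate controls were DMSO negative control for no effect and GSK-3 inhibitor IX positive control for full effect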
#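 Test system: human HeLa cells, native beta-catenin. Compound dosing: 5 µM primary single dose, 0.1% DMSO, 0.02–20 µM confirmation series. Incubation: compound exposure 24 h at 37°C. Detection: beta-catenin immunostaining with DAPI counterstain, 20x imaging, 6 fields/well. Read-out basis: Nuclear/cytoplasmic beta-catenin signal ratio, % activation.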
# WT yeast gro inh mutant strain: second read-out of WT yeast gro inh, no call of its own (marks repeat the call); inhibition, %; mitochondrial fusion phenotypic screen, mutant strain inhibition
# Dynein transport cytoplasmic EGFP: recorded beside Dynein transport, whose call it bears; z-score; measured here: cytoplasmic GR-EGFP intensity; active compounds read high
# Dynein transport nuclear GR-EGFP: second read-out of Dynein transport, no call of its own (marks repeat the call); z-score; measured here: nuclear GR-EGFP intensity;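 lower value marks the stronger effect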
# Dynein transport cell count: also measured in Dynein transport; calls as there; z-score; measured here: cell count per field
# Ins promoter up cell count: second read-out of Ins promoter up, no call of its own (marks repeat the call); cell count; measured here: cytotoxicity, nuclei count;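 total cells summed across four imaged fields per well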
# Hep lipid drop cells 6.5 µM: recorded beside Hep lipid drop, whose call it bears; cell count; measured here: cell count, cytotoxicity flag;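 cells counted across two imaged fields per well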
# b-catenin transl cell count 5 µM: recorded beside b-catenin transl, whose call it bears; cell count; measured here: cell count, cytotoxicity flag
# MT stabilize HCS Hoechst-high %: second read-out of MT stabilize HCS, no call of its own (marks repeat the call); % Hoechst-high responders; measured here: nuclear condensation Hoechst responders;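 share of cells brighter than vehicle mean plus two SD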
# MT stabilize HCS cytotoxicity %: recorded beside MT stabilize HCS, whose call it bears; toxicity, %; measured here: cytotoxicity by cell density;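 0% = mean cell density of plate MIN control wells and 100% = no cells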
# Autophagy HCS cell loss 18 h: recorded beside Autophagy HCS, whose call it bears; toxicity, %; measured here: cell loss, nuclei count;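 cell loss after 18 h compound exposure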
# The depositor's hits bear a star; i = inactive; . = not tested or not shown; + = active, no number.
SMILES,WT yeast gro inh,WT yeast gro inh mutant strain,Ins promoter up,Ins promoter up cell count,MT stabilize HCS,MT stabilize HCS Hoechst-high %,MT stabilize HCS cytotoxicity %,XIAP antagonists,ER stress rescue,Hep lipid drop,Hep lipid drop cells 6.5 µM,Dynein transport,Dynein transport cytoplasmic EGFP,Dynein transport nuclear GR-EGFP,Dynein transport cell count,Autophagy HCS,Autophagy HCS cell loss 18 h,b-catenin transl,b-catenin transl cell count 5 µM
Cc1nnc(SCC(=O)N(C)C2CCCCC2)s1,8,4,0.25,1658,1.1,0.7,3.1,0.2%,0.7%,1,738,1.5,-0.33,1,-0.59,i,-6,1.4,874
O=S1(=O)C[C@@H](O)[C@@H](Nc2ccc(Cl)cc2)C1,-13,-4,1.5,915,2.0,1.4,7.8,-8.5%,-1.8%,-1,798,-1.1,-0.079,-0.42,0.96,i,-6,3.9,934
N#Cc1c(-c2ccccc2)cc(C2CC2)nc1SCC(=O)O,-23,-7,0.21,1486,6.3,2.6,11,-0.4%,-0.6%,7,647,1,-0.26,0.24,-0.2,i,-14,0.8,1096
CN(C)CCOC(C1CCCCC1)C1CCCCC1,48,25,0.68,850,1.9,1.0,6.8,-5.5%,2.2%,-3,753,-0.27,-0.2,0.47,-0.2,i,3,-3.2,1177
Cc1c(N=C2SCC(=O)N2/N=C/c2ccccc2)c(=O)n(-c2ccccc2)n1C,-11,6,0.71,1392,2.8,1.9,5.8,-4.0%,-0.8%,20,618,-0.19,-0.25,-0.036,0.72,i,8,-1.3,1061
COc1ccc(C2=NNC(=Nc3cc(S(=O)(=O)N(C)C)ccc3C)SC2)c(OC)c1,.,.,-0.65,882,.,.,.,.,.,-28,696,-0.1,-0.22,0.052,0.78,.,.,1.1,1276
COC(=O)c1cc(OC)c(OC)cc1NC(=O)Nc1ccccc1OC,8,-11,-0.47,1358,2.7,2.3,2.7,0.7%,1.5%,.,.,-0.39,-0.46,-0.18,-0.1,i,5,-5.2,1036
COc1ccc(/C=N/NC(=O)CCSc2nc3ccccc3s2)cc1,21,6,-0.08,1197,29*,37*,65*,-4.7%,-1.3%,9,745,-1,-0.22,-0.22,0.15,i,19,131*,137*
Cc1cc(C)cc(N(CCC(=O)O)S(=O)(=O)c2ccc(Cl)cc2)c1,11,-8,-0.75,1563,7.0,1.6,9.0,-0.7%,3.0%,-3,637,0.18,-0.11,0.22,-0.97,i,15,-1.6,1100
O=C(Nc1cccn(Cc2ccccc2Cl)c1=O)NC1CCCCC1,3,-19,0.03,1596,3.1,1.7,3.9,-3.6%,1.0%,8,733,-0.12,-0.34,0.17,0.29,i,12,-1.4,949
Cc1ccc(NS(=O)(=O)c2cccc(C(=O)NN3CCOCC3)c2)cc1,-11,-1,0.84,1427,4.4,1.6,7.9,-3.9%,-3.0%,0,699,-0.85,-0.26,0.33,-0.039,i,4,0.5,1369
CCOc1ccc(N2C(=O)CC(Sc3nnnn3-c3ccccc3)C2=O)cc1 (stereo not drawn),59*,41*,0.05,1551,2.3,3.0,8.4,-6.8%,-0.7%,-6,570,-3.2,11,-0.08,-2.8,+,6.9*,-2.5,1019
CC(=O)c1cccc(NC(=O)N2CCCC(C(=O)c3cc(F)ccc3F)C2)c1 (stereo not drawn),0,-10,-0.16,1392,1.7,2.1,5.1,-5.6%,2.6%,0,716,-0.16,-0.24,0.41,-0.044,i,0,-1.5,989
Cc1ccc[n+](-c2nc3ccccc3nc2[N-]S(=O)(=O)c2ccccc2)c1,.,.,-0.92,1090,.,.,.,.,.,-11,627,-0.71,-0.81,-0.59,0.26,.,.,-0.6,1302
COC(=O)c1ccc(OC)c(CSc2nnc(-c3ccc(C(C)(C)C)cc3)o2)c1,5,-6,-0.31,916,3.0,2.6,8.4,-7.9%,-2.7%,0,705,-0.65,-0.17,-0.17,-0.08,i,8,-3.8,1225
CC1CCN(c2nc(NCc3ccco3)nc(N)c2[N+](=O)[O-])CC1,-25,-17,-0.22,1273,4.0,4.4,11,-2.3%,1.5%,-2,612,-0.37,-0.27,-0.43,0.73,i,-1,3.2,477
O=C(Nc1ccc(Cl)c([N+](=O)[O-])c1)C(NCCCO)c1ccccc1 (stereo not drawn),-7,-7,-0.16,1339,1.6,1.6,5.6,-3.3%,-1.4%,4,600,-0.41,-0.3,-0.33,1.2,i,2,3.9,529
CC(=O)C1=C(O)C(=O)N(c2nccs2)C1c1ccc(F)cc1 (stereo not drawn),-7,-3,0.27,1285,6.2,2.2,11,-1.7%,-2.8%,8,697,-0.62,-0.21,0.21,0.16,i,-13,-4.1,606
Cc1cccc(CSCCNC(=O)Nc2ccccc2)c1,25,6,0.22,1339,3.8,1.8,5.3,-2.2%,-2.3%,-4,692,-0.7,-0.27,-0.3,1.2,i,-5,.,.
COCCNC(=O)c1cc2c(=O)n3cccc(C)c3nc2n(Cc2ccncc2)c1=N,0,-3,-0.22,1145,4.9,3.1,8.8,-3.4%,-0.8%,.,.,-0.11,-0.32,-0.13,0.22,i,-10,-3.1,1029
COc1ccc(C(=O)N2CCN(C(=O)c3cc(OC)c(OC)c(OC)c3)CC2)cc1,0,10,-0.45,1224,4.0,2.5,5.7,-1.7%,-3.1%,1,724,-1.8,-0.22,-0.6,1.1,i,22,.,.
Cn1cccc1CC(=O)N/N=C/C=C/c1ccco1,-4,6,0.86,1036,2.2,2.3,6.7,-5.2%,-1.2%,-15,609,-0.58,-0.23,0.38,0.45,i,7,1.8,459
CN(C)c1nc(-c2ccc([N+](=O)[O-])cc2)cs1,10,7,.,.,2.8,2.1,7.8,-4.1%,4.2%,3,766,0.43,-0.28,0.27,0.24,i,3,-2.1,1200
COc1ccc2c(c1)C(=O)N(c1ccccc1C)C(=O)C2(C)C,-4,17,-0.57,1304,19*,39*,30*,-7.9%,1.6%,-18,703,0.21,-0.35,0.54,0.38,i,12,0.1,1034
COC(=O)c1sccc1NC(=O)CC1C(=O)NCCN1C(=O)Nc1ccc(OCc2ccccc2)cc1 (stereo not drawn),.,.,-0.29,1199,.,.,.,.,.,3,799,-0.031,-0.028,0.33,-0.25,.,.,1.7,1244
Cc1cccc(C(=O)c2cccc(C)c2)c1,-9,-17,0.85,1283,4.7,3.9,8.2,-6.0%,0.3%,1,698,3.1,-0.13,3,-1.9,i,1,-2.7,572
CCOc1cccc(-c2csc(C3COc4ccccc4O3)n2)c1 (stereo not drawn),3,-14,0.06,1204,2.6,2.4,12,-3.9%,-3.1%,-4,652,0.27,-0.25,0.032,-0.39,i,-1,2.2,909
Cc1cccc(NC(=O)C2CCN(S(=O)(=O)c3cccc4nsnc34)CC2)c1,-5,1,.,.,3.1,2.2,9.2,0.8%,-1.7%,-17,733,-0.73,1.1,0.5,-0.049,i,28,-0.4,586
N#CC(C#N)=Cc1cc2ccccc2nc1N1CCCCC1,-27,7,-0.09,1038,2.7,1.3,0.8,2.2%,-0.5%,1,613,-4.4*,0.29*,-2*,0.77*,i,14,1.4,976
CCOCCCn1cnc2c3cc(F)ccc3n(C)c2c1=O,.,.,-0.27,1465,.,.,.,.,.,7,721,-0.42,-0.27,-0.28,0.39,.,.,-2.0,1174
CCc1ccc(C(=O)Cn2ncc(Cl)c(Cl)c2=O)cc1,-16,-15,1.6,1368,2.1,1.7,4.9,-3.7%,-1.7%,.,.,-2,-0.042,-1.2,1.4,i,46,-2.8,1476
CC(C)[C@H]1CN(C)CCN1Cc1cn(C)nc1-c1cccc(Cl)c1,23,16,-1.3,1386,2.1,1.1,1.2,-5.2%,-0.7%,6,698,-0.18,-0.32,0.17,0.3,i,28,-2.7,933

# One compound at a time, as listed above. Screens in order: WT yeast gro inh	WT yeast gro inh mutant strain	Ins promoter up	Ins promoter up cell count	MT stabilize HCS	MT stabilize HCS Hoechst-high %	MT stabilize HCS cytotoxicity %	XIAP antagonists	ER stress rescue	Hep lipid drop	Hep lipid drop cells 6.5 µM	Dynein transport	Dynein transport cytoplasmic EGFP	Dynein transport nuclear GR-EGFP	Dynein transport cell count	Autophagy HCS	Autophagy HCS cell loss 18 h	b-catenin transl	b-catenin transl cell count 5 µM
# CC1CCN(c2nc(NCc3ccco3)nc(N)c2[N+](=O)[O-])CC1 is listed with -25	-17	-0.22	1273	4.0	4.4	11	-2.3%	1.5%	-2	612	-0.37	-0.27	-0.43	0.73	i	-1	3.2	477
# Cc1cccc(C(=O)c2cccc(C)c2)c1 is listed with -9	-17	0.85	1283	4.7	3.9	8.2	-6.0%	0.3%	1	698	3.1	-0.13	3	-1.9	i	1	-2.7	572
# Cn1cccc1CC(=O)N/N=C/C=C/c1ccco1 is listed with -4	6	0.86	1036	2.2	2.3	6.7	-5.2%	-1.2%	-15	609	-0.58	-0.23	0.38	0.45	i	7	1.8	459

# Screens (PubChem BioAssay)
